# High-throughput results as filed in PubChem BioAssay.
# Rpn11 inh: Rpn11 (PSMD14) deubiquitinase inhibitors, primary screen, biochemical, fluorescence polarization, uHTS; human 26S proteasome, Ub4-pepOG fluorescence polarization; 20S core pre-blocked with epoxomicin; calls only at 20 µM; 360,000 compounds, 0.59% hits;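 active means inhibition at 20 µM, scaled to each plate's controls, above about 33%, limit read from the data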
# Target sequence (O00487 whole entry, looked up): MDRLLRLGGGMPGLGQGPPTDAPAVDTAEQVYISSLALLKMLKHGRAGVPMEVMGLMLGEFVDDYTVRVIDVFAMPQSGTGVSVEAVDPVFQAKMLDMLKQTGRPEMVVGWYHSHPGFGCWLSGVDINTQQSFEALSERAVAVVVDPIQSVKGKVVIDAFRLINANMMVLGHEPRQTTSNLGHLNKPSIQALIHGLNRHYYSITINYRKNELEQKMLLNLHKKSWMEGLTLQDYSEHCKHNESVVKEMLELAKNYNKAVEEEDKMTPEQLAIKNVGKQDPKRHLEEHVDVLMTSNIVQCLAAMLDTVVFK
# CSN inh: inhibitors of CSN-mediated cullin deneddylation, primary screen, biochemical, fluorescence polarization, uHTS; COP9 signalosome complex subunit 5 (Homo sapiens), Q92905; Purified CSN, SCF-Nedd8-OG deneddylation; inhibition, % at 12.5 µM; 360,000 compounds, 0.38% hits;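 active means pattern-corrected inhibition above about 35%, with an unprinted fluorescence ratio check between 0.5 and 1.5, limit read from the data, passing the limit was not always enough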;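 further: 0% = enzyme with substrate and 100% = substrate without enzyme; some results filed as inactive read as strong as hits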
#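 Schedule: reaction 90 min, room temperature / Assay system: HEK293T-derived human Csn5 enzyme / Input: Csn5 at 0.24 nM final / Measure: inhibition of Csn5 cleavage, % / Control set: substrate-only high control, full reaction low control / Technique: fluorescence polarization of the substrate / Buffer or medium: Tris/NaCl/DTT buffer, pH 7.5 / Reagent: SCFSkp2-Nedd8OG substrate at 10 nM final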
# LMPTP block: LMPTP phosphatase inhibitors, primary screen, biochemical, fluorescence intensity, uHTS; recombinant LMPTP-A, OMFP fluorogenic substrate; 360,000 compounds, 0.22% hits; AID 651560, 2012; inhibition, % at 20 µM; Low molecular weight phosphotyrosine protein phosphatase (Homo sapiens), P24666;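 active means compounds that cut the enzyme signal by at least half of the control window in the single-dose screen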;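 further: plate controls were DMSO wells with enzyme plus substrate for no effect and substrate without enzyme for full effect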
#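 Assay system: LMPTP-A enzyme. Input: 0.625 nM LMPTP-A final. Probe or stimulus: 400 µM OMFP. Compound dosing: single 20 µM dose. Schedule: 50 min dark incubation at room temperature. Detection: fluorescence intensity of OMFP turnover product. Read-out: percent inhibition versus substrate-only and uninhibited controls. Benchmarks: no-enzyme low control, uninhibited high control.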
# SUMO1-SIM PPI: modulators of SUMO1 protein-protein interactions, primary screen, biochemical, uHTS; Small ubiquitin-related modifier 1 (Homo sapiens), P63165; SUMO1 binding to a labelled peptide, TR-FRET, 1 h; 360,000 compounds, 0.33% hits; inhibition, % at 20 µM; in the data active means inhibition above about 37%
# Target sequence (P63165 whole entry, looked up): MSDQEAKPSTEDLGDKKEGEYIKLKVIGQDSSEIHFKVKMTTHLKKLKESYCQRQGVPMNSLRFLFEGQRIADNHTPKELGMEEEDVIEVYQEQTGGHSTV
# Rin1-Abl PPI inh: inhibitors of Rin1-Abl protein binding, primary screen, biochemical, TR-FRET. 360,000 compounds, 0.4% hits. Tyrosine-protein kinase ABL1 (Homo sapiens) + Ras and Rab interactor 1 (Homo sapiens), …. AID 588664, 2011. inhibition, % at 7.35 µM; in the data active means inhibition above about 5%, passing the limit was not always enough
# Neddyl block: inhibitors of cullin neddylation, primary screen, biochemical, TR-FRET, uHTS, NAE and Ubc12; 360,000 compounds, 0.58% hits; calls only at 25 µM; NEDD8-conjugating enzyme Ubc12 (Homo sapiens) + NEDD8-activating enzyme E1 regulatory …; AID 651699, 2012; in the data active means inhibition above about 36%
# DNMT1 block: human DNMT1 methyltransferase inhibitors, primary screen, biochemical, molecular beacon, fluorescence, HinP1I cleavage, uHTS; inhibition (reported as % activation of signal), % at 10 µM; DNA (cytosine-5)-methyltransferase 1 (Homo sapiens), P26358; 360,000 compounds, 0.83% hits; in the data active means inhibition above about 50%
# STEP inh: STEP phosphatase inhibitors, primary screen, biochemical, fluorescence intensity, uHTS; Tyrosine-protein phosphatase non-receptor type 5 (Homo sapiens), P54829; recombinant STEP, OMFP fluorogenic substrate; inhibition, % at 20 µM; 360,000 compounds, 0.25% hits;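 active means inhibition at 20 µM, scaled per plate between control wells, above about 37%, limit read from the data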;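 further: 0% = DMSO with enzyme and substrate and 100% = substrate only without enzyme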
# Target sequence (P54829 whole entry, looked up): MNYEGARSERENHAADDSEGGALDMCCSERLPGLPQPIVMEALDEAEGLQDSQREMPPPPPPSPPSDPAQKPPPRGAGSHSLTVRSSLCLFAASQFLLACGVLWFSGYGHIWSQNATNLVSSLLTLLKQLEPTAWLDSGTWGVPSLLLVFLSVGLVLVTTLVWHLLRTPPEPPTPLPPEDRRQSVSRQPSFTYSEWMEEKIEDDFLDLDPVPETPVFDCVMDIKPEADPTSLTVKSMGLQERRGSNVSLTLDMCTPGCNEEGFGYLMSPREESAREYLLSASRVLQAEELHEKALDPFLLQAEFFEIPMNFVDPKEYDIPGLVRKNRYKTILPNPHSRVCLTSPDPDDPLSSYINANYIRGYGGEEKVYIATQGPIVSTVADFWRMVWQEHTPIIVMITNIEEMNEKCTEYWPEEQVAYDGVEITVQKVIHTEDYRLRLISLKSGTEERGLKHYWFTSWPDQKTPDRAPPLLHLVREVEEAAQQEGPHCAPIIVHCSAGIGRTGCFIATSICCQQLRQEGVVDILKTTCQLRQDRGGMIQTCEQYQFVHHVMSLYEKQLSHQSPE
#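 System: STEP phosphatase, cell-free reaction; Buffer or medium: Bis-Tris pH 6.0 buffer with DTT, detergent; Incubation: 20 min at room temperature, dark; Measured by: fluorescence, 480/540 nm.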
# NadD block: inhibitors of S. aureus NadD, primary screen, biochemical, colorimetric, uHTS; purified NadD enzyme, colorimetric absorbance read-out; inhibition, % at 20 µM; 360,000 compounds, 0.78% hits; in the data active means inhibition above about 26%; further: some compounds past the cut are filed as inactive
# Scp1 inh: Scp-1 phosphatase inhibitors, primary screen, biochemical, colorimetric, uHTS; Carboxy-terminal domain RNA polymerase II polypeptide A small phosphatase 1 (Homo …; Recombinant Scp1, phosphopeptide, malachite green phosphate absorbance; inhibition, % at 20 µM; 340,000 compounds, 0.88% hits; AID 493091, 2011;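 active means inhibition above about 50% at 20 µM, limit read from the data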;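 further: plate controls were DMSO wells with enzyme for no effect and wells lacking enzyme for full effect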
#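 Material: truncated SCP-1 phosphatase (76-261aa) / Buffer or medium: 50 mM Tris acetate pH 5.5, 0.005% Tween-20, 10 mM MgCl2 / Compound dosing: one concentration, 20 µM, with 1.0% DMSO / Incubation: 45 min room-temperature reaction, 5 min colour, 30 min stabiliser / Detection: colorimetric free-phosphate detection, absorbance 630 nm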
# * marks the source's active call; other numbers are inactive results; i = inactive; . = no result given; + = active, no number; & = joins results of further samples.
SMILES,Rpn11 inh,CSN inh,LMPTP block,SUMO1-SIM PPI,Rin1-Abl PPI inh,Neddyl block,DNMT1 block,STEP inh,NadD block,Scp1 inh
COc1ccc(OC)c(NC(=O)CSc2nnc3ccc(-c4ccncc4)nn23)c1,i,2,-1.2,-26,-4,i,-1,19,1,-7
COc1cc2cc(CCCO)oc(=O)c2cc1OC,i,-2,-1.1,2,1,i,3,-2,-6,-1
Cc1ccc(S(=O)(=O)N(C)c2ccc(C(=O)Nc3ccc(C)cn3)cc2)cc1,i,4,-0.5,1,4,i,0,-2,-4,30
C1=C(c2sc3ccccc3c2-c2ccc(OCCN3CCOCC3)cc2)CCCC1,i,0,4.0,-3,-1,i,-16,0,0,3
O=[N+]([O-])c1cccnc1Oc1cc(Cl)c(Cl)cc1Cl,i,3,1.2,-11,1,i,3,-3,-4,.
CN(C)CCC(c1ccccc1)c1ccccn1 (stereo not drawn),i,-2&3&-2,-1.0&-1.1&-0.9,3&1&2,4&1&0,i,-1&-2&3,-2&-4&-2,2&3&2,8&-14&-6
CCCN(C(=O)CSc1nnnn1-c1ccccc1OC)C1CCS(=O)(=O)C1 (stereo not drawn),i,0,0.0,-3,5,i,1,0,3,-8
Cc1nc(SCC(N)=O)c([N+](=O)[O-])[nH]1,i,3,-1.9,-5,-2,i,-1,-1,-5,-6
COC(=O)c1ccc(CNC(=O)COC(=O)COc2ccc(OC)cc2)cc1,i,-6,0.4,-3,-6,i,0,1,-1,6
CN1CCN(C(=O)c2cc3c(C(F)(F)F)nn(C)c3s2)CC1,i,0,-1.2,-1,2,i,4,-3,0,3
C=CCn1c(N2CCCCCC2)nc2c1c(=O)n(C)c(=O)n2C,i,2,-0.5,-1,2,i,0,-3,-2,1
CN(C(=O)c1cccc(NC(=O)Cc2ccc(NC(=O)C3CCCN(C(=O)C4CC4)C3)cc2)c1)C1CCCCC1 (stereo not drawn),i,5,-2.0,-2,-4,i,3,-2,7,0
O=C(OCC(O)COC(=O)c1cccnc1)c1cccnc1,i,0,-0.1,3,0,i,-1,-1,-3,-8
O=C(CSc1nnc(Cc2ccccc2)o1)N1CCCc2ccccc21,i,-4,0.0,1,3,i,-3,2,1,-6
Cc1ccc(-n2c3c(cc(C(=O)NC4CCSC4=O)c2=O)C(=O)CC(C)(C)C3)cc1 (stereo not drawn),i,-1,-0.7,3,3,i,-1,0,5,-11
CCOc1ccc(OCC)c(NC(=O)CN2CCC(NC(=O)c3cccc(F)c3)CC2)c1,i,4,-0.3,2,2,i,-10,0,0,-5
CCOC(=O)c1sc(NS(=O)(=O)c2ccc(C)cc2)nc1C,i,-6,0.0,5,-1,i,-1,2,3,0
CCN1CCCC1CNS(=O)(=O)c1c(C)cc(C)cc1C (stereo not drawn),i,2,4.6,-1,0,i,12,-5,-2,4
Cc1ccccc1C(=O)N1CCC(C(=O)OCC(=O)Nc2cccc([N+](=O)[O-])c2C)CC1,i,3,-0.5,-8,1,i,5,1,0,-1
O=C(Nc1ccc(C(=O)N2CCOCC2)cc1)Nc1cccc(C(F)(F)F)c1,i,-4,0.7,-4,1,i,-1,-1,-2,-13
O=C(Cc1ccc(Cl)cc1)NCCS(=O)c1ccc(Cl)cc1 (stereo not drawn),i,-6,-1.6,2,1,i,2,3,-3,-16
O=C(CNC(=O)c1ccc(Cl)cc1Cl)OCC(=O)N1CCCC1=O,i,-2,-0.6,1,4,i,1,-1,-2,-10
CCOC(=O)N1CCN(C(=O)CSc2nc3c([nH]c4ccccc43)c(=O)n2CC)CC1,i,0,0.1,-2,4,i,-2,-5,2,-5
CC(=O)OCC1=C(C(=O)O)N2C(=O)C(NC(=O)c3ccc(COc4ccc(Cl)cc4)o3)C2SC1 (stereo not drawn),i,8,3.2,11,0,i,36,1,8,29
Cc1ccc(N(Cc2ccccc2O)C(=O)c2ccccc2F)cc1,i,-2,-1.0,2,1,i,-2,1,-9,1
CCOc1cccc(N(C(=O)Cc2cccs2)C(C(=O)NC2CCCCC2)c2cccn2C)c1 (stereo not drawn),i,0,1.4,4,0,i,-5,0,2,-1
CCOC(=O)c1cc(/C(C)=N/OC(=O)c2ccc(Cl)cc2)on1,i,-6,-0.6,-8,-3,i,3,0,5,0
OC(CNCC1CCCO1)COc1ccc(OCC(O)CNCC2CCCO2)cc1 (stereo not drawn),i,-2,1.1,2,-5,i,0,0,-8,-10
CC(=O)NC(Cc1ccccc1)C(=O)NC(Cc1ccccc1)C(=O)O (stereo not drawn),i,1,-1.9,-1,-1,i,2,2,-7,-1
COc1cc(Cl)c(C)cc1NC(=O)CN1CCN(C(=O)c2cccs2)CC1,i,1,-0.5,0,1,i,-1,1,4,.
Cc1ccc(C(=O)Nc2ccc3nccnc3c2)cc1,i,2,-0.7,-18,-3,.,1,-1,-9,-14
O=C(Cc1ccc(F)cc1)Nc1nnc(SCC(=O)N2CCCCC2)s1,i,7,-0.9,-3,-1,i,0,-2,-3,-12
CCOC(=O)C1(Cc2cccc(OC)c2)CCN(Cc2ccc(OC)c(OC)c2)CC1,i,-3,1.0,-1,1,i,4,-2,-6,-2
COc1ccc(S(=O)(=O)NN(C)C)cc1N(C)S(=O)(=O)c1ccc(Cl)cc1,i,5,-2.4,-3,0,i,-4,1,-3,1
CCOc1ccc2ccccc2c1/C=N/NC(=O)c1ccc(C)nc1,i,-1,2.6,-7,-4,i,0,0,-26,-23
COc1ccccc1CN(C)C(=O)c1cnc(C)cn1,i,-3,-1.3,0,-4,i,1,2,-9,-10
CCCCNc1nccnc1-c1cccc(C=O)c1,i,-10,-2.8,-9,-5,.,2,-1,3,.
O=C(O)c1cccc(NS(=O)(=O)c2ccc3c(c2)C(=O)c2ccccc2C3=O)c1,i,3,-0.6,-4,-3,i,1,3,-4,-2
O=C(NCc1cccnc1)C1CCN(S(=O)(=O)c2cccnc2)CC1,i,4,-1.5,-1,4,i,-2,-3,2,-2
Cc1ccc(N2C(=O)[C@@H]3[C@H](C2=O)[C@H]2C=CC=NN2[C@@H]3C(=O)Nc2ccccc2)cc1,i,1,-1.3,-12,1,i,-11,2,10,3
Cc1ccc(C2c3c(oc4cc(C)c(C)cc4c3=O)C(=O)N2CCCN2CCOCC2)cc1 (stereo not drawn),i,5,-1.1,-11,-2,i,-2,1,2,-9
Cc1ccc(-c2nnn(CC(=O)N(c3ccccc3)C(C(=O)NC3CCCC3)c3ccncc3)n2)o1 (stereo not drawn),i,-4,-1.2,1,2,i,16,-2,-2,-5
O=C(NCC1CCCO1)c1cccc(S(=O)(=O)Nc2cccc(C(F)(F)F)c2)c1 (stereo not drawn),i,0,-0.6,3,0,i,1,-1,-1,-3
COc1ccc(CCNC(=O)C2CCN(S(=O)(=O)c3ccc4c(c3)oc(=O)n4C)CC2)cc1OC,i,1,-0.5,1,4,i,1,1,-2,-3
CSc1ccccc1NC(=O)CSc1nnc(COc2ccccc2)o1,i,2,-0.3,8,3,i,1,-1,-6,-10
NC(=O)c1sc2nc3c(c(-c4cccs4)c2c1N)CCCCC3,i,-3,0.3,-7,0,i,-1,0,8,-8
Cc1nn(CC(=O)Nc2ccccc2C(F)(F)F)c(=O)c2cccn12,i,-1,-0.3,0,1,i,-1,-4,2,-2
COc1ccc(C(C(=O)NC2CCCC2)N2CCc3ccccc32)cc1 (stereo not drawn),i,1,1.2,0,-3,i,3,-1,-1,-5
CCCCNS(=O)(=O)c1ccc2nc(SCC(N)=O)[nH]c2c1,i,-1,-0.4,-3,2,i,1,-3,-3,0
CCOCCCNC(=O)C1(O)c2cc(Br)ccc2NC(=O)N1c1cccc(OC)c1 (stereo not drawn),i,-2,-0.5,-1,0,i,1,0,-4,-9

# Pulled by compound from above (six):
SMILES,Rpn11 inh,CSN inh,LMPTP block,SUMO1-SIM PPI,Rin1-Abl PPI inh,Neddyl block,DNMT1 block,STEP inh,NadD block,Scp1 inh
O=C(NCC1CCCO1)c1cccc(S(=O)(=O)Nc2cccc(C(F)(F)F)c2)c1 (stereo not drawn),i,0,-0.6,3,0,i,1,-1,-1,-3
CCOCCCNC(=O)C1(O)c2cc(Br)ccc2NC(=O)N1c1cccc(OC)c1 (stereo not drawn),i,-2,-0.5,-1,0,i,1,0,-4,-9
COc1ccc(CCNC(=O)C2CCN(S(=O)(=O)c3ccc4c(c3)oc(=O)n4C)CC2)cc1OC,i,1,-0.5,1,4,i,1,1,-2,-3
COc1ccc(C(C(=O)NC2CCCC2)N2CCc3ccccc32)cc1 (stereo not drawn),i,1,1.2,0,-3,i,3,-1,-1,-5
Cc1ccc(-c2nnn(CC(=O)N(c3ccccc3)C(C(=O)NC3CCCC3)c3ccncc3)n2)o1 (stereo not drawn),i,-4,-1.2,1,2,i,16,-2,-2,-5
Cc1ccc(C2c3c(oc4cc(C)c(C)cc4c3=O)C(=O)N2CCCN2CCOCC2)cc1 (stereo not drawn),i,5,-1.1,-11,-2,i,-2,1,2,-9

# (list continues)
SMILES,Rpn11 inh,CSN inh,LMPTP block,SUMO1-SIM PPI,Rin1-Abl PPI inh,Neddyl block,DNMT1 block,STEP inh,NadD block,Scp1 inh
CSc1ccccc1C(=O)Nc1cc2c(cc1C(=O)O)OCCCO2,i,0,-0.9,9,-1,i,2,0,-2,-2
Cc1c(NCc2cc(Cl)cc(Cl)c2O)c(=O)n(-c2ccccc2)n1C,i,0,2.3,16,1,i,0,0,6,-10
O=[N+]([O-])c1ccc(OC/C=C2\Oc3ccc([N+](=O)[O-])cc3C2N2CCOCC2)cc1 (stereo not drawn),i,2,-0.3,-14,-1,i,-3,-3,1,0
Cn1ccsc1=NC(=O)c1ccc(S(C)(=O)=O)cc1,i,5,-0.2,7,2,i,0,-1,-2,-9
CC(=O)Nc1ccc(NC(=O)C(C)OC(=O)CCCc2c[nH]c3ccccc23)cc1 (stereo not drawn),i,-1,0.9,1,3,i,0,4,-5,1
CN(C)CCNc1nc(-c2ccco2)c2c(c1C#N)CC(C)(C)OC2,i,5,-0.2,-7,-3,+,-1,-3,-8,-5
O=[N+]([O-])c1cccc(/C=N/n2cnnc2)c1O,i,-5,-0.3,-26,-3,i,-1,3,2,-10
